HT1080NT lethal: kills 2HG-producing HT-1080-NT fibrosarcoma cells | HT-1080-NT fibrosarcoma viability, CellTiter-Glo ATP luminescence, 48 h | Potency, µM (doses to about 46.1 µM), inactives show at the top dose activity, negative = less viability, actives largely listed as cytotoxic | hit rate 1.6% among 360,000 | AID 686970;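 also: NT is the 2HG producing partner of a matched IDH1 knockdown line; 0% = DMSO-treated cells and -100% = media-only wells without cells; nearly all actives have a fitted effect of over 55% in size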
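Viability by CellTiter-Glo luminescence after 48 h compound exposure at 37C of HT-1080-NT cells (750/well, RPMI, 5% FBS). % activity scaled between DMSO wells and medium-only wells, then curve-fitted and categorized by curve class.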
KB-3-1 tox: kills parental KB-3-1 adenocarcinoma cells. KB-3-1 viability, CellTiter-Glo ATP luminescence, 72 h. Potency, µM (series often up to 46.1 µM), for the others: top-dose activity change, negative = cytotoxic, actives largely listed as cytotoxic. hit rate 1.4% among 400,000; also: % is scaled to controls: 0 for no effect and ±100 for the full control effect; nearly all actives have a fitted effect of over 60% in size
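72 h, 37 °C compound treatment of KB-3-1 parental cells; CellTiter-Glo added, 10 min, luminescence read. Data corrected against DMSO-only plates and normalized before curve fitting.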
GLP1R ag: agonists of human GLP-1 receptor; P43220; HEK293 GLP-1R CRE-luciferase, luminescence, 4-6 h; cells express a hypersensitive GLP-1R form; Potency, µM (top dose mostly 45.6 µM), for inactives: at the top dose activation, most hits filed as activators; hit rate 0.007% among 380,000; AID 624172; also: % of control where 0% means no effect
Target sequence (P43220 whole entry, looked up): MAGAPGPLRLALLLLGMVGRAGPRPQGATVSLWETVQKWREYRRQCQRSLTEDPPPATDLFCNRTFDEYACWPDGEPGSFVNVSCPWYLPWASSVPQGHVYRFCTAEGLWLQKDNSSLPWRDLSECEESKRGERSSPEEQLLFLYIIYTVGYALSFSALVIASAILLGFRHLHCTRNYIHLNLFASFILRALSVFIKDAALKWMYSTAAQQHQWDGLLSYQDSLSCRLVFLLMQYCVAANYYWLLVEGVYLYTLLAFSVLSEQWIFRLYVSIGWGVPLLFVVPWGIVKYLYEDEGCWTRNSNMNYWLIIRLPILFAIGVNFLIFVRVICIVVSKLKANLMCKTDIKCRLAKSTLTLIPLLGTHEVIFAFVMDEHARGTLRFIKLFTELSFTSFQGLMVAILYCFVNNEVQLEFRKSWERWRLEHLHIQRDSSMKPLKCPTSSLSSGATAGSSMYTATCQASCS
KB-V1 MDR tox: KB-V1 MDR subline cytotoxicity. KB-V1 MDR cells viability, CellTiter-Glo, 72 h. Potency, µM (series often up to 46.1 µM), for inactives: at the highest dose activity change, negative = cytotoxicity, most hits filed as cytotoxic. hit rate 3.4% among 400,000. AID 1347076; also: % is scaled to controls: 0 for no effect and ±100 for the full control effect; nearly all actives have a fitted effect of over 60% in size
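KB-V1, DMEM (no phenol red) + 10% FBS; cpd pin-transferred, titration series; 72 h, 37 degrees C; CellTiter-Glo, luminescence. Data normalized, curve-fit.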
GLP1R inv ag: inverse agonists of human GLP-1 receptor. P43220. HEK293 GLP-1R CRE-luciferase, luminescence, 24 h; GLP-1R form is constitutively active. Potency, µM (highest dose often 38.3 µM), for inactives: at the highest dose activity change, negative = inhibition, most hits filed as inhibitors. hit rate 1.6% among 410,000. AID 624417; also: % is scaled to controls: 0 for no effect and ±100 for the full control effect; nearly all actives have a fitted effect of over 55% in size
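Using stably transfected HEK293 (constitutively active GLP-1R, cAMP-luciferase reporter), compounds were incubated 24 hr and luciferase measured by luminescence.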
HT1080 IDH1KD tx: HT-1080 IDH1 knockdown cell toxicity (counter line); Potency, µM (doses to about 46.1 µM), without a hit: at the top dose activity, negative = toxicity, hits mostly cytotoxic; AID 686971; hit rate 2% among 360,000; HT-1080 IDH1 knockdown viability, ATP luminescence, 48 h;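 also: 0% = DMSO wells and -100% = cell-free medium wells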
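Using the IDH1-knockdown HT-1080 line run in the same batch and compound series as the NT line, viability after 48 h at 37 °C was determined by CellTiter-Glo luminescence and expressed as % activity.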
SW480 rereplic: induces DNA re-replication in SW480 colon adenocarcinoma cells; SW480 DNA re-replication, Hoechst DNA content imaging, 48 h; Potency, µM (top dose mostly 46.1 µM), inactives show top-dose re-replication activation, most hits filed as activators; hit rate 1.8% among 340,000; AID 624297; also: % of control where 0% means no effect; nearly all actives have a fitted effect of over 55% in size
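Hoechst fluorescence of nuclei (405 nm excitation, 500-530 nm emission) measured by plate-scanning imager after 48 hr compound exposure at 37 C; re-replication scored as increased number of nuclei with elevated intensity.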
GLP1R cytotox: cytotoxicity counter-screen for GLP-1 receptor inverse agonists; HEK293 cAMP-luciferase reporter cells, luminescence, 24 h; Potency, µM (series often up to 38.3 µM), without a hit: at the highest dose activity change, negative = inhibition, actives largely listed as inhibitors; hit rate 0.13% among 410,000;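 also: loss of luciferase light is scored as toxicity; % is scaled to controls: 0 for no effect and ±100 for the full control effect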
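To flag toxic compounds, the library was rerun on cells for 24 hr at 37 deg C and 5% CO2. Viability-linked luminescence was captured 12 min after adding luciferase detection reagent.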
TDP-43 yeast inh: rescues yeast growth from TDP-43 toxicity; hit rate 1.8% among 410,000; Potency, µM (titrated, usually from 46.1 µM), for inactives: at the top dose growth rescue (activation), hits mostly activators; TDP-43 expressing yeast growth rescue, BacTiter-Glo, 24 h; AID 652104; also: % of control where 0% means no effect; nearly all actives have a fitted effect of over 50% in size
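Yeast cells expressing TDP-43 under galactose induction are exposed to compounds for 24 hr at 30 deg C. BacTiter-Glo luminescence measures growth, so protective compounds score as activators.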
* hit, by the source's call; ? = inconclusive; . = not tested or not shown; [ ] = remark or other dose. Calls follow the shape of the dose curve; as a rule, active = well fitted curve in the direction sought with a large enough effect; inconclusive = small, poorly fitted or top-dose-only effect, or another doubt; inactive = no such curve, though single readings can be large; an effect the other way counts as inactive or inconclusive. Potency is read from the fitted curve at half-maximal effect.

Every second line gives: HT1080NT lethal	KB-3-1 tox	GLP1R ag	KB-V1 MDR tox	GLP1R inv ag	HT1080 IDH1KD tx	SW480 rereplic	GLP1R cytotox	TDP-43 yeast inh
Cc1c(C(=O)O)c2cc(O)ccc2n1-c1ccccc1
 : 1%	5%	-4%	-19%	5%	0%	-1%	-4%	18%
Cc1ccccc1/C=N/N1C(=O)CSC1=S
 : 14%	17%	0%	-1%	0%	1%	-13%	3%	10%
CCOC(=O)N1CCN(C(=O)c2ccc(NS(=O)(=O)c3ccc4[nH]c(=O)[nH]c4c3)cc2)CC1
 : 7%	9%	-5%	4%	12%	8%	1%	3%	14%
CCN1CCCC1Cn1cnc2c([nH]c3cccc(Cl)c32)c1=O (configuration not stated)
 : ?	-1%	-1%	-11%	?	-28%	-2%	?	-29%
CC/C(=C1/C(=O)CC(C)(C)C(C(=O)OC)C1=O)N1CCCC1 (configuration not stated)
 : 6%	1%	-6%	5%	-2%	3%	4%	1%	-18%
O=C(Cc1ccc(S(=O)(=O)N2CCCCC2)s1)Nc1ccc(F)c(F)c1
 : -5%	-14%	8%	?	?	-12%	12%	?	-7%
CC1CC(=O)c2cnc(Nc3cccc(C(F)(F)F)c3)nc2C1 (configuration not stated)
 : -16%	2%	0%	-10%	11%	-29%	2%	1%	-8%
COc1ccc(/C=N/Nc2ncnc3sc4c(c23)CCCC4)cc1O
 : ?	?	-12%	?	10µM*	21µM*	?	16%	?
Cc1c(C(=O)NCC2CCCO2)cccc1[N+](=O)[O-] (configuration not stated)
 : 20%	11%	-2%	?	17%	18%	-1%	1%	-1%
CCCCCCCCN1C(=O)[C@H](CC(=O)N2CCOCC2)C[C@@]2(C(=O)OC)CC(C)(C)CC=C12
 : ?	2%	.	?	?	?	.	-3%	?
CCC(=O)c1ccc(OCC(=O)N2CCCC2)c(OC)c1
 : -9%	22%	-3%	11%	-2%	16%	-19%	-21%	16%
Cn1nnc2cc(NC(=O)Nc3ccccc3F)ccc21
 : -4%	-1%	-1%	-14%	?	-5%	.	-9%	7%
Cc1cccc(NC2SC(=O)N(CC(=O)O)C2=O)c1 (configuration not stated)
 : 5%	0%	18%	0%	0%	-3%	4%	-2%	-27%
O=C1OC(Nc2nc(-c3ccc(F)cc3)cs2)c2ccccc21 (configuration not stated)
 : ?	-1%	10%	?	?	23µM*	26µM*	-27%	2%
Cc1nc2n(COCCO)cnn2c(=O)c1Br
 : 2%	12%	-1%	24%	-2%	3%	1%	0%	8%
COc1cccc(N2CCN(C(=O)c3ccc(CS(=O)Cc4ccc(C)cc4)o3)CC2)c1 (configuration not stated)
 : -4%	-11%	7%	?	?	-2%	-8%	0%	-6%
CC(C)(Cc1nc2ccccc2[nH]1)c1nc2ccccc2[nH]1
 : 1%	1%	5%	?	-2%	0%	.	8%	17%
CN(Cc1nc2ccccc2c(=O)[nH]1)C(=O)c1cccc(S(=O)(=O)N2CCCCCC2)c1
 : 2%[9.24 µM]	0%	13%	-6%	10%	-2%	-23%	-4%	11%
CS(=O)(=O)N(CCc1ccccc1)CC(=O)N1CCCCC1
 : -9%	-3%	12%	-3%	-21%	-3%	0%	6%	2%
COc1ccc2cc3cc(C(=O)NCCC(C)C)oc3nc2c1
 : 26%	-2%	0%	?	-5%	10%	-1%	3%	?
O=S(=O)(c1cccc(-c2cn3cc(Cl)ccc3n2)c1)N1CCOCC1
 : 9%	2%	-7%	-16%	0%	8%	-2%	2%	-17%
CCOC(=O)NC1CCc2cc(OC)c(OC)c(OC)c2-c2ccc(SC)c(=O)cc21 (configuration not stated)
 : 0.0092µM*	0.16µM*	25%	0.23µM*	-31%	0.1µM*	0.037µM*	?	4%
Cc1ccc(C(C(=O)NC2CCCC2)N(Cc2ccc(F)cc2)C(=O)c2snc(C(N)=O)c2N)o1 (configuration not stated)
 : ?	?	4%	0%	?	-20%	?	-7%	3%
C[C@@H]1CN([C@H](C)CO)C(=O)c2cc(-c3ccc(C#N)cc3)cnc2O[C@H]1CN(C)C(=O)c1ccccc1
 : 6%	-2%	-3%	-2%	44%[activator]	2%	.	0%	0%
CCCc1ccc(Oc2c(-c3ccc(O)c(C)c3O)n[nH]c2C)cc1
 : -14%	-8%	-9%	-8%	?	?	3%	-27%	-89%[inhibitor]
CCN1/C(=C/c2sc(-c3ccccc3C)c[n+]2C)Sc2ccccc21
 : 2.1µM*	0.41µM*	-1%	?	?	2.1µM*	?	-10%	-17%
Cn1c(N)c(C(=O)CCl)c(=O)n(Cc2ccccc2)c1=O
 : -2%	?	0%	-4%	31%	6%	?	7%	9%
Cn1c(C(=O)N2CCN(c3ccc(F)cc3)CC2)cc2ccccc21
 : 0%	0%	14%	-18%	-30%	-1%	-5%	-11%	?
CCN(C(=O)CSc1nnc(SC)s1)c1c(N)n(Cc2ccccc2)c(=O)[nH]c1=O
 : 7%[9.24 µM]	8%	-2%	?	24%	14%	17%	-3%	-7%
COCCNC(=O)/C(C#N)=C/c1ccc(O)c([N+](=O)[O-])c1
 : -27%	-4%	0%	-19%	7%	-29%	-5%	-9%	-23%

As entered above:
GLP1R inv ag result of O=S(=O)(c1cccc(-c2cn3cc(Cl)ccc3n2)c1)N1CCOCC1 stands at 0%
KB-3-1 tox result of C[C@@H]1CN([C@H](C)CO)C(=O)c2cc(-c3ccc(C#N)cc3)cnc2O[C@H]1CN(C)C(=O)c1ccccc1 stands at -2%
HT1080NT lethal result of CC(C)(Cc1nc2ccccc2[nH]1)c1nc2ccccc2[nH]1 stands at 1%
GLP1R inv ag result of CCN(C(=O)CSc1nnc(SC)s1)c1c(N)n(Cc2ccccc2)c(=O)[nH]c1=O stands at 24%
TDP-43 yeast inh result of COc1cccc(N2CCN(C(=O)c3ccc(CS(=O)Cc4ccc(C)cc4)o3)CC2)c1 (configuration not stated) stands at -6%

(continued)
Every second line gives: HT1080NT lethal	KB-3-1 tox	GLP1R ag	KB-V1 MDR tox	GLP1R inv ag	HT1080 IDH1KD tx	SW480 rereplic	GLP1R cytotox	TDP-43 yeast inh
N/C(=N\OS(=O)(=O)c1ccc2ccccc2c1)c1ccncc1
 : 6%	12%	5%	?	-1%	1%	1%	-12%	?
Cc1ccc(C2/C(=C(\O)c3ccc4c(c3)OCCO4)C(=O)C(=O)N2CC2CCCO2)cc1 (configuration not stated)
 : -10%	-5%	0%	-18%	-14%	0%	?	13%	-16%
COc1ccc(-c2oc3ccc(-c4ccc5c(c4)OCO5)cc3c2C#CC2(O)CCCCC2)cc1
 : ?	-2%	-3%	?	-15%	?	?	4%	6%
O=C(CNc1cccc(Cl)c1)NNC(=S)NCc1ccccc1
 : -21%	3%	-2%	-29%	-11%[0.307 µM]	-12%	-1%	-7%[0.307 µM]	-14%
CCOC(=O)C1=C(COC(=O)Cc2ccccc2[N+](=O)[O-])NC(=O)NC1C (configuration not stated)
 : 0%	-3%	26%	-14%	16%	-1%	.	-1%	-4%
CCS(=O)(=O)Nc1cccc(C2=NN(S(C)(=O)=O)C(c3cccs3)C2)c1 (configuration not stated)
 : -1%	-5%	-3%	29%	1%	-2%	?	-11%	0%
CCOC(=O)N=S(=O)(Oc1ccc([N+](=O)[O-])cc1)c1ccccc1 (configuration not stated)
 : 6%	10%	-1%	9%	14%	10%	-17%	-10%	0%
O=C(NC1CC(=O)N(c2ccc(F)cc2)C1)N1CCN(C(=O)c2ccco2)CC1 (configuration not stated)
 : 9%	3%	0%	1%	19%	8%	-9%	0%	16%
CCC(=O)Nc1nc2nc(C)cc(=O)n2[nH]1
 : 5%	2%	-12%	?	5%	6%	0%	15%	-3%
O=C(CNC(=O)N1CC(=O)Nc2ccccc21)Nc1ccc(Cl)cc1
 : 19%	?	4%	3%	2%	3%	-2%	3%	15%
C[C@@H]1CN([C@H](C)CO)C(=O)c2cc(-c3ccccc3)cnc2O[C@@H]1CN(C)C(=O)C1CCOCC1
 : 14%	?	-4%	12%	-4%	-5%	.	4%	20%
O=C(c1cc([N+](=O)[O-])cc([N+](=O)[O-])c1)N1CCCc2ccccc21
 : -1%	-5%	1%	?	3%	10%	1%	-1%	?
COc1cc(C(C(=O)NC2CCCC2)N(C(=O)c2ccco2)c2ccccc2C(C)=O)cc(OC)c1OC (configuration not stated)
 : -3%	2%	2%	18%	21%	11%	0%	-7%	-14%
Cc1ccc(-c2nc(CSCC(=O)N3CCN(C(=O)c4ccco4)CC3)c(C)o2)cc1
 : -15%	3%	-5%	-5%	18%	-7%	1%	-15%	4%
COc1ccc(C(=O)Nc2ccc(NC(=O)c3ccccc3OC)nc2)cc1
 : -1%	20%	11%	-8%	23%	-3%	-6%	7%	-19%

Compound profiles (already shown).
O=C(CNC(=O)N1CC(=O)Nc2ccccc21)Nc1ccc(Cl)cc1 across the screens: HT1080NT lethal: 19%; KB-3-1 tox: ?; GLP1R ag: 4%; KB-V1 MDR tox: 3%; GLP1R inv ag: 2%; HT1080 IDH1KD tx: 3%; SW480 rereplic: -2%; GLP1R cytotox: 3%; TDP-43 yeast inh: 15%
N/C(=N\OS(=O)(=O)c1ccc2ccccc2c1)c1ccncc1 across the screens: HT1080NT lethal: 6%; KB-3-1 tox: 12%; GLP1R ag: 5%; KB-V1 MDR tox: ?; GLP1R inv ag: -1%; HT1080 IDH1KD tx: 1%; SW480 rereplic: 1%; GLP1R cytotox: -12%; TDP-43 yeast inh: ?

More entries
Every second line gives: HT1080NT lethal	KB-3-1 tox	GLP1R ag	KB-V1 MDR tox	GLP1R inv ag	HT1080 IDH1KD tx	SW480 rereplic	GLP1R cytotox	TDP-43 yeast inh
CCN(CC(=O)NC1CCS(=O)(=O)C1)c1ccc(S(=O)(=O)N(CC)CC)cc1[N+](=O)[O-] (configuration not stated)
 : -3%	-10%	-2%	5%	18%	-5%	-2%	-2%	18%
CCOC(=O)Cn1c(=NC(=O)CSC(C)=O)sc2cc(F)ccc21
 : 5%	?	-2%	-4%	18%	12%	-7%	8%	?
COc1cc2ccccc2cc1C(=O)Nc1cccc(-c2nc3cc(C)c(C)cc3o2)c1C
 : .	?	.	11%	11%	.	.	-4%	12%
Cc1ccc(NC(=O)COC(=O)CN2CCSC2=O)cc1F
 : 2%	0%	-2%	23%	5%	3%	.	-1%	7%

Bioassay records as filed in PubChem.
